ERK EGF block – blocks ERK signaling stimulated by EGF; HEK293-V1b, EGF-stimulated phospho-ERK AlphaScreen; Potency, µM (titrated, usually from 11.5 µM), inactives show at the highest dose activity change, negative = inhibition, actives largely listed as inhibitors; hit rate 0.41% among 130,000; AID 1454; active = well fitted inhibition curve with a large enough effect; inconclusive = small, poorly fitted or top-dose-only effect, or effect the other way;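 also: plate controls were stimulated vehicle wells for no effect and unstimulated vehicle basal for full effect; nearly all actives have a fitted effect of over 55% in size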
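Stably V1b-transfected HEK293 cells; 30 min compound, then EGF 25 nM final for 5 min at 37C; 10 min lysis; phospho-ERK by AlphaScreen after 5 hr beads at room temperature.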
* marks the source's active call; other numbers are inactive results; ? = inconclusive; & = joins results of further samples; [ ] = remark or other dose. Potency is read from the fitted curve at half-maximal effect.

SMILES	ERK EGF block
C/C(=N\NC(=O)CC1N=C(Cc2ccccc2)NNC1=O)c1ccncc1 (configuration not stated)	4%[57.5 µM]
C/C(=N\N=C(N)N)c1cccc([N+](=O)[O-])c1	6%
CC(=O)N(c1nc(CCl)cs1)c1cccc(C)c1C	-3%
Cn1cc(C(=O)N2CCc3ccccc3C2)c(=O)c2cc(S(=O)(=O)N3CCOCC3)ccc21	-13%
CC1(C)CNC(=O)c2sc(NC(=O)c3ccccc3)nc2C1	-2%
COc1ccc(-c2csc(NC3OC(=O)c4c3ccc(OC)c4OC)n2)cc1OC (configuration not stated)	?
COc1ccc(C2=NN(C(C#N)c3ccc(OC)cc3)C(c3ccccc3)C2)cc1 (configuration not stated)	0%
CCOC(=O)C1=C(C)NC(C)=C(C(=O)OC)[C@@H]1c1cccc([N+](=O)[O-])c1	9%[25.7 µM]
CCN(CC)c1ccc(C=Nc2ccccc2)c(O)c1	-5%
O=C1C(=Cc2ccc(Br)o2)C(=O)c2ccccc21	-5%
S=c1[nH]nc2nnc3ccccc3n12	-5%[57.5 µM]
CCOC(=O)Nc1ccc(C(=O)/C=C/c2ccccc2)cc1	-6%[57.5 µM]
Cc1c(C(=O)O)oc2c1C(=O)CC(C)(C)C2	1%
COc1cc(-c2cc(C(=O)NCCc3ccc(S(N)(=O)=O)cc3)c3ccccc3n2)cc(OC)c1OC	3%[57.5 µM]
CCN(CC)C1=CC(=[N+]2CCCC2)CC(C)(C)C1	4%
C[N+]1(CC#CC(O)(c2ccccc2)c2ccccc2)CCCC1	-13%
O=C(/C=C/c1ccc(F)cc1)NCCCN1CCN(CCCNC(=O)/C=C/c2ccc(F)cc2)CC1	10%
O=C(Nc1cc(S(=O)(=O)N2CCOCC2)ccc1N1CCOCC1)c1cc(=O)[nH]c2ccccc12	-8%[57.5 µM]
Cc1ccc2c(ccc(=S)n2C)c1	-17%[57.5 µM]
Cc1nc(SCC(=O)NCC(F)(F)F)c2c(-c3cccs3)csc2n1	3%
O=C(CN1C(=O)S/C(=C\c2ccccc2)C1=O)NNC(=O)c1ccccc1O	?
COc1ccc(C(=O)Nc2sc3c(c2C(=O)O)CC(C)(C)OC3)cc1	0%
Cc1ccc(-c2nn(-c3ccccc3)cc2/C=C2\SC(=S)N(CC(=O)O)C2=O)cc1	?
CCC12CN3CC(CC)(CN(C1)C3c1ccc([N+](=O)[O-])o1)C2=O (configuration not stated)	-2%
CCOc1ccc(NC(=O)C2Cc3ccccc3CN2S(=O)(=O)CC)cc1 (configuration not stated)	-2%
COc1ccc(C2=NN(C(=O)CSc3nnc(C)c(=O)n3N)C(c3ccco3)C2)cc1 (configuration not stated)	-5%
CCOC(=O)C1(C)C=C(Nc2cccc(OC)c2)C(=O)N1c1ccccc1 (configuration not stated)	8%[57.5 µM]
Cc1cccc2nc(CSc3ccc(Cl)cc3)cn12	-9%
Cc1cnn(C(=S)NCc2ccc(Cl)cc2)c1	1%
Cc1cc(C(C)(C)C)cc(C)c1C(=O)O	4%[57.5 µM]
N#C/C(=C\Nc1ccc(F)c(Cl)c1)S(=O)(=O)c1ccccn1	-1%[57.5 µM]
CCC(CC)C(=O)c1c[nH]c(C(=O)OC)c1	-18%
CCCc1nc2c(=O)n(C)c(=O)nc-2n(C)n1	0%
CN1CCC(=NNC(=O)CN(c2cccc(Cl)c2)S(C)(=O)=O)CC1	-1%
COc1ncc2nc(-c3ccc(F)cc3)c(=O)n(CCC#N)c2n1	0%
CN1CCN(c2ccc(CNC(=O)c3ccco3)cc2)CC1	-4%[57.5 µM]
CC(=O)c1c(Nc2cccc(F)c2)oc(C)cc1=O	2%[57.5 µM]
COc1ccc(Br)cc1CN(C)CC(=O)NCCc1ccccc1	0%
CC(=O)c1ccc(N2CCN(C(=O)Nc3ccc(F)cc3F)CC2)cc1	4%
COc1cccc(C(=O)Nc2cccnc2)c1OC	4%
C=CCN=c1scc(-c2ccc3c(c2)NC(=O)CO3)n1/N=C(\C)c1ccccn1	?
Cc1cc(C)cc(NC(=O)Cn2cnc3c(nnn3Cc3ccc(F)cc3)c2=O)c1	7%
O=C(c1ccco1)N1CCC2(CC1)CCN(c1ccc(-c3ccccc3)cc1)CC2	-4%
Cc1ccc2c(C)c(C(=O)NCc3ccc(S(N)(=O)=O)cc3)oc2c1C	1%
Cc1cccc(NC(=O)CCCSc2nc3ccccc3[nH]2)c1	?
Cc1cc(C(=O)Cn2nc(C(=O)O)c3ccccc3c2=O)c(C)n1CCc1ccc(Cl)cc1	4%
Nc1ccccc1N1CCN(C(=O)c2ccccc2)CC1	4%
CC(=O)Nc1ccc(NC(=O)CSc2nnc(CNc3ccc(F)cc3)n2CC2CCCO2)cc1 (configuration not stated)	0%
Cc1cc(N/N=C/c2ccc(F)cc2)nc(NCc2ccccc2)n1	5%[57.5 µM]
CC(CCc1ccccc1)NC(=O)COC(=O)C1CCC(C(C)(C)C)CC1 (configuration not stated)	2%
The listing continues:
SMILES	ERK EGF block
O=C1C=C(N2CCCCC2)C2(CCCCC2)O1	-3%
CCOC(=O)c1c(NC(=O)Cn2nc(C(F)(F)F)cc2C)sc2c1CCC2	-1%
COc1ccc2[nH]c(=O)c(CN(C(=O)C3CCCO3)c3ccc(C)c(C)c3)cc2c1 (configuration not stated)	6%[57.5 µM]
Nc1c(C(=O)N/N=C/c2ccccc2)cnn1-c1ccccc1	-4%[57.5 µM]
COCCCNC(=S)N(Cc1ccccc1)Cc1nc2ccccc2c(=O)[nH]1	1%
CC(C)C(=O)NNS(=O)(=O)c1ccccc1	-3%
CCOP(=O)(Cc1ccc(C(C)(C)CC(C)=O)o1)OCC	-6%[57.5 µM]
Brc1cc2c(cc1COc1ccc(-c3nn[nH]n3)cc1)OCO2	5%
O=C(COC(=O)/C=C/c1ccc(F)cc1)Nc1cc(C(F)(F)F)ccc1N1CCOCC1	-7%
CC1CCCN(S(=O)(=O)c2ccc(Br)s2)C1 (configuration not stated)	3%
NS(=O)(=O)c1ccc(NC(=S)N2CCN(c3ccccc3Cl)CC2)cc1	8%
CC1=NN(c2cccc(C(=O)O)c2)C(=O)/C1=C\C=C/c1ccccc1	?
NC(=O)c1c(NC(=O)c2cnccn2)sc2c1CCCC2	-3%
C(=N\NC(=Nc1ccccc1)c1ccccn1)/c1ccccn1	10%
O=C(NNc1c2ccccc2nc2ccccc12)C(O)c1ccccc1 (configuration not stated)	-2%[57.5 µM]
O=C(NCc1ccco1)C(=O)NCC1OCCN1S(=O)(=O)c1ccccc1 (configuration not stated)	-1%
COc1ccc(-n2c(=O)/c(=C\c3cccs3)s/c2=C(/C#N)C(=O)N2CCN(C)CC2)cc1	10%
COc1ccccc1N(CC(=O)NC1CCCCC1)C(=O)c1csnn1	3%
Cn1c2c(c(=O)n(C)c1=O)C(CC(=O)Nc1ccccc1F)C(=O)N2 (configuration not stated)	5%[57.5 µM]
N#C/C(=N\Nc1ccc(S(=O)(=O)N2CCCCCC2)cc1)C(N)=S	-1%
CCCCCCC(C)n1[nH]c(=O)c2c(C)cc(C)nc21 (configuration not stated)	-13%[57.5 µM]
Cc1cc(C)nc(SCc2cc(=O)c(OC(=O)c3cccc([N+](=O)[O-])c3)co2)n1	-4%
COc1ccc(F)cc1S(=O)(=O)Nc1ccc2c(c1)OCCO2	-6%
CCn1c(CSc2ncccn2)nnc1SCC(=O)N1CCCCC1	0%
COc1ccc2c(c1)C(=O)CC(O)(C(F)F)O2 (configuration not stated)	-22%[57.5 µM]
Cc1nc(C(F)(F)F)ccc1C(=O)N1CCCCC1	17%[57.5 µM]
Cc1ccc(-c2nc(CN3CCCCC3)cc(CN3CCCCC3)c2O)cc1	6%
COc1ccc(CONc2ncnc3nonc23)cc1[N+](=O)[O-]	4%
O=C(N/N=C/c1cccnc1)c1ccc(NC(=O)C(c2ccccc2)c2ccccc2)cc1	-9%
CC(=O)OC1CCC2(C)C3CCC4(C)C(CC5CCCCC54C(C)=O)C3CC(=O)[C@@]2(O)C1 (some centres not stated)	2%
Cc1nn(C)cc1C(=O)Nc1ccccc1Br	12%
CC(=O)Oc1oc(-c2ccccc2)nc1C=Nc1ccc(N(C)C)cc1	-4%[57.5 µM]
Cc1ccc(N2CC(c3nc4ccccc4[nH]3)CC2=O)c(C)c1 (configuration not stated)	2%
CN1CCN(C2=Nc3cc(Cl)ccc3Nc3ccccc32)CC1	-17%[57.5 µM]
COc1ccc(NC(=O)C2CCCN2C(=O)OCc2ccccc2)cc1 (configuration not stated)	7%[57.5 µM]
O=C(CSc1ncccc1C(=O)O)c1cccc(C(F)(F)F)c1	-7%
C=CCn1c(=N)n(CC(=O)c2ccc(Br)s2)c2ccccc21	5%
COc1ccc(/C=N/NC(=O)c2cccc([N+](=O)[O-])c2)cc1OC	-2%
O=c1oc2ccccc2cc1NCc1ccccc1O	3%
CCOC(=O)N1CCC(=NNc2nc3ccccc3s2)CC1	4%[57.5 µM]
COc1ccc(Nc2nc(NCc3ccco3)nc(N)c2[N+](=O)[O-])cc1	-7%[57.5 µM]
CCCNc1ccc(S(=O)(=O)N(C(C)C)C(C)C)cn1	7%
CCOc1ccccc1NC(=O)NC(=O)N(C)S(C)(=O)=O	-2%
COc1cnc(-c2ccccc2)nc1OC	5%
O=C(/C=C/c1ccccc1)Oc1ccc(C(=S)N2CCOCC2)cc1	-2%
O=C(NCc1nc2ccccc2[nH]1)C1=C[C@H](c2ccc(Br)cc2)C[C@H](OCc2ccc(CO)cc2)O1	-1%[57.5 µM]
COc1ccc(NC(=S)N2CCCC2)cc1	-3%
O=C(Nc1nncs1)C(Sc1ccccc1)c1ccccc1 (configuration not stated)	8%
C/C(Cn1nc([N+](=O)[O-])cc1C)=N\NC(=O)COc1ccccc1[N+](=O)[O-]	-2%
COCC1=C2c3ccccc3[C@H](C[N+](=O)[O-])C(C(=O)OC)(C(=O)OC)C[C@@H]2n2c(=O)n(-c3ccccc3)c(=O)n2C1	-12%&-11%&-8%
Next section
SMILES	ERK EGF block
N/C(=N\NC(=O)Nc1ccccc1)c1ccccn1	6%[57.5 µM]
Cc1ccccc1CSc1nc(C(C)(C)C)cc(=O)[nH]1	1%
CC1=CC2=NC(=O)/C(=C\c3cc(C)n(-c4ccccc4F)c3C)C(=N)N2O1	6%
Cc1cc2nc(CSc3ccccc3)cc(=O)n2[nH]1	1%
COc1ccc(OCCC(=O)NCC23CC4CC(CC(C4)C2)C3)cc1	-8%
COCCN(C(=S)Nc1ccccc1C)C(C)c1cccnc1 (configuration not stated)	9%
O=C(Nc1ccc(N2CCCCC2)cc1)c1ccc2ccccc2n1	?
COc1ccc2oc(C(=O)OCc3c(C)noc3C)c(C)c2c1	-5%
CCOC(=O)C1=C(C)N(C)C(=S)NC1c1cc(OC)ccc1OC (configuration not stated)	-6%
CN1CCN(c2ccc(Cl)cc2NC(=O)c2ccc(=O)n(C)n2)CC1	6%

For reference, part of the list above.
SMILES	ERK EGF block
CCOc1ccccc1NC(=O)NC(=O)N(C)S(C)(=O)=O	-2%
COc1cnc(-c2ccccc2)nc1OC	5%
O=C(/C=C/c1ccccc1)Oc1ccc(C(=S)N2CCOCC2)cc1	-2%
O=C(NCc1nc2ccccc2[nH]1)C1=C[C@H](c2ccc(Br)cc2)C[C@H](OCc2ccc(CO)cc2)O1	-1%[57.5 µM]
COc1ccc(NC(=S)N2CCCC2)cc1	-3%
O=C(Nc1nncs1)C(Sc1ccccc1)c1ccccc1 (configuration not stated)	8%
C/C(Cn1nc([N+](=O)[O-])cc1C)=N\NC(=O)COc1ccccc1[N+](=O)[O-]	-2%
COCC1=C2c3ccccc3[C@H](C[N+](=O)[O-])C(C(=O)OC)(C(=O)OC)C[C@@H]2n2c(=O)n(-c3ccccc3)c(=O)n2C1	-12%&-11%&-8%
N/C(=N\NC(=O)Nc1ccccc1)c1ccccn1	6%[57.5 µM]
Cc1ccccc1CSc1nc(C(C)(C)C)cc(=O)[nH]1	1%
CC1=CC2=NC(=O)/C(=C\c3cc(C)n(-c4ccccc4F)c3C)C(=N)N2O1	6%
Cc1cc2nc(CSc3ccccc3)cc(=O)n2[nH]1	1%
COc1ccc(OCCC(=O)NCC23CC4CC(CC(C4)C2)C3)cc1	-8%
COCCN(C(=S)Nc1ccccc1C)C(C)c1cccnc1 (configuration not stated)	9%
O=C(Nc1ccc(N2CCCCC2)cc1)c1ccc2ccccc2n1	?
COc1ccc2oc(C(=O)OCc3c(C)noc3C)c(C)c2c1	-5%
CCOC(=O)C1=C(C)N(C)C(=S)NC1c1cc(OC)ccc1OC (configuration not stated)	-6%

The list goes on:
SMILES	ERK EGF block
Cc1cc(Sc2nc(N)ncc2[N+](=O)[O-])ncn1	0%
O=C(N/N=C/C1CC2CCC1C2)c1c[nH]c2ccccc12 (configuration not stated)	-9%
Cc1ccc(-c2c(C)n([O-])c3c([n+]2=O)CCCC3)cc1	-1%
COc1ccc(C(=O)Nc2cccc(S(C)(=O)=O)c2)cc1OC	-3%
Cc1ccc(CNC(=O)C2CCCN(S(=O)(=O)c3cnc[nH]3)C2)cc1 (configuration not stated)	8%
C/C(=N\N(C)C)C1=C(O)c2ccccc2C1=O	3%
CCO[C@H]1OC(C(=O)NCc2nc3ccccc3[nH]2)=C[C@@H](C2CCCCC2)[C@@H]1CCCO	4%[57.5 µM]
CCOC(=O)Nc1cc(NC(=O)OCC)c(C)nc1C	-2%[57.5 µM]
CC(=O)Nc1cccc(OCCCNS(=O)(=O)c2ccc(F)cc2)c1	5%[57.5 µM]
Cc1c(NC(=S)NC(=O)C(C)(C)C)cccc1[N+](=O)[O-]	8%
O=C(NCc1ccccc1)C1=C[C@@H](c2ccc(Br)cc2)C[C@@H](OCc2ccc(CO)cc2)O1	-9%[57.5 µM]
CCOc1cccc(=O)c2c(C)n(-c3ccc(C(=O)O)cc3)c(C)c12	-13%[57.5 µM]
COc1cc(C=O)ccc1OCCOc1ccccc1[N+](=O)[O-]	3%
Cc1ccc(N2CCN(C(=O)N3CCOCC3)CC2)cc1C	-5%
Cc1nc2sc(C(c3ccc(Cl)cc3)N3CCN(CCO)CC3)c(O)n2n1 (configuration not stated)	-15%[57.5 µM]

Only part of the results is shown (hit frequency here may not be typical).
